Screens from PubChem.
MrgX1 PAM: positive allosteric modulators of MrgX1, primary screen, HEK293 cells, Fluo-4 calcium flux | FDSS; stronger effect = higher value | Mas-related G-protein coupled receptor member X1 (Homo sapiens), Q96LB2 | hit rate 0.63% among 310,000 | B-score at 10 µM;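 active = plate-corrected calcium response at least 3 library SD above typical, normal starting fluorescence, not activating the receptor alone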;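 also: compound read alongside a low EC10 to EC30 dose of BAM8-22 agonist; peak minus trough fluorescence over baseline measured at the second addition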
TRPC4 block: inhibitors of mouse TRPC4 channel, primary screen, Fluo4 calcium, HEK293 TRPC4beta/mu-opioid cells | DAMGO-evoked Fluo4 calcium flux; stronger effect = lower value | Short transient receptor potential channel 4 (Mus musculus), Q9QUQ5 | B-score at 10 µM | hit rate 0.39% among 300,000;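 active = B-score over 3 SD under the library average, no early fluorescence shift, positive overall ratio signal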
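Assay system – HEK293 line stably carrying TRPC4beta and mu-opioid receptor · Doses – single dose · Detection – Fluo4 calcium-dye fluorescence, kinetic read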
TRPC4 act: activators of mouse TRPC4 channel, primary screen, Fluo4 calcium, HEK293 TRPC4beta/mu-opioid cells. Short transient receptor potential channel 4 (Mus musculus), Q9QUQ5. Fluo4 calcium fluorescence; stronger effect = higher value. B-score at 10 µM. hit rate 0.49% among 310,000. AID 2237, 2010;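 active = B-score above 5 SD of library B-scores, and initial fluorescence ratio not above library mean plus 5 SD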;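 also: positive B-score marks a calcium rise read as TRPC4 activation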
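system = HEK293 cells stably co-expressing mouse TRPC4beta and mu-opioid receptor | schedule = Fluo4 dye loading 45 min at room temperature, 110 s recording | measure = B-scored integrated calcium fluorescence ratio | signal = Fluo4 calcium-sensitive dye fluorescence, kinetic, 1 Hz baseline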
ANO1 activ: TMEM16A chloride channel activators or potentiators, primary screen, cell-based, HTS; Anoctamin-1 (Mus musculus), Q8BHY3; B-score at 10 µM; HEK293 TMEM16A/YFP-H148Q/I152L, iodide quench fluorescence; stronger effect = lower value; hit rate 0.3% among 340,000; AID 623877, 2012;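 active = fluorescence-ratio B-score plate-corrected deviation score at least 3 library SD below zero, with starting fluorescence score within 5 deviations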;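 also: channel opened by trigger with iodide after compound preincubation; score built on the fluorescence ratio of max minus min over baseline; more negative score means more quench and so TMEM16A activation or potentiation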
Target sequence (Q8BHY3 whole entry, looked up): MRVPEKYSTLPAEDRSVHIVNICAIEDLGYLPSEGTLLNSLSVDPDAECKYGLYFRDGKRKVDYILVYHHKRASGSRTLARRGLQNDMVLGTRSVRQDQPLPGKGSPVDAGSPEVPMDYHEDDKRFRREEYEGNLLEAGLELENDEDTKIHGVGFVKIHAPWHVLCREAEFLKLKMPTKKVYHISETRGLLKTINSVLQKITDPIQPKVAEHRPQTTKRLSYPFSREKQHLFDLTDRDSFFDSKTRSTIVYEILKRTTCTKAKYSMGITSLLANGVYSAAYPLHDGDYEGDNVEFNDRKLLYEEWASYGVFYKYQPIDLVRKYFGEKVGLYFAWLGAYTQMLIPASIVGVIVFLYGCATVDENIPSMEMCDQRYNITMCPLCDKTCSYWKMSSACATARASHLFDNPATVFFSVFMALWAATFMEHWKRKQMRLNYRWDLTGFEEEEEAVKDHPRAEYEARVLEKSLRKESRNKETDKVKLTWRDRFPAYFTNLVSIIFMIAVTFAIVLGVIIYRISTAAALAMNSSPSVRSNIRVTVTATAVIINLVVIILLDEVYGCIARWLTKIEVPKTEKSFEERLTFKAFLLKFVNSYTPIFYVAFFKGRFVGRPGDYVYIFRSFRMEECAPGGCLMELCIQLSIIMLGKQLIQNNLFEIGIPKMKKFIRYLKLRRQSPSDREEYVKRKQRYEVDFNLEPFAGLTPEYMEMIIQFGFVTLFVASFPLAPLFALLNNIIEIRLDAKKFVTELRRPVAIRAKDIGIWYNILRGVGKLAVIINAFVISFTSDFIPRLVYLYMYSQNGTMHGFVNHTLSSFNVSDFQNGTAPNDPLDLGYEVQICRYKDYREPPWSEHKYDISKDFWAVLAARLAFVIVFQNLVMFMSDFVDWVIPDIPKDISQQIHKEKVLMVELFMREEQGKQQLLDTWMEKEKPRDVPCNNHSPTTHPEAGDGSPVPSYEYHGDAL
ANO1 block: TMEM16A chloride channel inhibitors, primary screen, cell-based, HTS. normalized B-score (activity score, 25-100; higher = stronger inhibition) at 10 µM. hit rate 1.2% among 310,000. HEK293 TMEM16A/YFP iodide influx fluorescence, ionomycin. AID 588511, 2011;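 active = ratio plate-corrected score three or more library SD toward inhibition, starting fluorescence score within five deviations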;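 also: score derived from kinetic fluorescence span divided by baseline fluorescence per well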
MrgX1 antagonist: antagonists of human MrgX1 receptor, primary screen, HEK293 cells, Fluo-4 calcium flux | AID 588676, 2011 | BAM8-22 antagonism; stronger effect = lower value | hit rate 1.3% among 310,000 | Mas-related G-protein coupled receptor member X1 (Homo sapiens), Q96LB2 | B-score at 10 µM;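 active = calcium-response B-score plate-corrected more than 3 library SD below zero, starting fluorescence within 5 deviations, no agonist response on first addition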;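 also: peak minus trough fluorescence over baseline after final BAM8-22 challenge near maximal dose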
SKKanGAS inh: S. pyogenes SKKanGAS growth inhibitors in kanamycin, primary screen, streptokinase expression inhibitor project, SKKanGAS strain, BacTiter-Glo luminescence; 6 h; AID 1662, 2009; hit rate 1.3% among 300,000; inhibition, % at 7.5 µM;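 active = mean replicate score, as percent of positive control median, at least 50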;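 also: strain carries kanamycin resistance gene driven by streptokinase promoter and grows in 40 µg/ml kanamycin; loss of luminescence reflects streptokinase promoter inhibition or plain growth inhibition; 0% = median of DMSO wells and 100% = positive control at its reference dose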
TRPC6 activator: mouse TRPC6 channel activators, primary screen, cell-based, HEK293, membrane potential dye. B-score at 10 µM. hit rate 0.13% among 310,000. HEK293-TRPC6 membrane potential dye fluorescence; stronger effect = higher value;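 active = B-score of the integrated fluorescence ratio above library mean plus 3 SD, and starting fluorescence ratio within library mean plus 5 SD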;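 also: higher score means more depolarization so channel activation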
TRPC6 inh: mouse TRPC6 channel inhibitors, primary screen, cell-based, HEK293, membrane potential dye; ACh-evoked depolarization; stronger effect = lower value; B-score at 10 µM; hit rate 1.1% among 310,000; Short transient receptor potential channel 6 (Mus musculus), Q61143;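 active = B-score under library mean minus 3 SD, initial fluorescence not abnormally high, positive integrated signal ratio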;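 also: B-score derived from integrated fluorescence ratio over the kinetic read; more negative B-score means stronger inhibition of depolarization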
MrgX1 agonist: agonists of human MrgX1 receptor, primary screen, HEK293 cells, Fluo-4 calcium flux; Mas-related G-protein coupled receptor member X1 (Homo sapiens), Q96LB2; Fluo-4 calcium fluorescence, agonist mode; stronger effect = higher value; B-score at 10 µM; hit rate 0.44% among 310,000; AID 588627, 2011;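 active = calcium response B-score plate-corrected fluorescence ratio at least 3 library SD, with starting fluorescence B-score inside 5 SD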
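Test system: HEK293 cells stably expressing human MrgX1 receptor; Input: fifteen thousand cells per well; Dosing: compound delivered in addition one of three; Schedule: overnight seeding, then 1 h dark dye loading; Technique: Fluo-4 NW calcium fluorescence; Measure: B-scored fluorescence response ratio; Controls: positive and negative controls per plate.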
TRPC4 PAM: positive allosteric modulators of TRPC4, primary screen, cell-based, mouse TRPC4beta, HEK293 mu-opioid, Fluo-4 calcium | Short transient receptor potential channel 4 (Mus musculus), Q9QUQ5 | DAMGO EC20, Fluo-4 Ca2+ flux; stronger effect = higher value | B-score at 10 µM | hit rate 0.42% among 310,000;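 active = B-score of calcium response area above 5 SD of library B-scores, with initial fluorescence ratio within 5 SD of library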;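 also: B-score of integrated fluorescence ratio over time as area under calcium response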
The depositor's hits bear a star; i = inactive; . = not tested or not shown.

SMILES | MrgX1 PAM | TRPC4 block | TRPC4 act | ANO1 activ | ANO1 block | MrgX1 antagonist | SKKanGAS inh | TRPC6 activator | TRPC6 inh | MrgX1 agonist | TRPC4 PAM
COc1ccc(CCC(=O)Nc2nc3c(s2)CN(C)CC3)cc1OC | i | i | i | i | i | i | -8.9 | i | i | i | i
CCn1cc(C(=O)O)c(=O)c2cc(F)c(N3CCN(C(=S)NC(=O)c4ccccc4F)CC3)cc21 | i | i | i | i | i | i | 35.6 | i | i | i | i
CSc1nsc(SCC(=O)Nc2nc3ccc(C)cc3s2)n1 | i | i | i | i | i | i | 0.2 | i | i | i | i
CC(=O)c1ccc(NC(=O)CC2Nc3cccc4cccc(c34)NC2=O)cc1 (stereo unspecified) | i | i | i | i | i | i | 0.1 | i | i | i | i
Cc1nc(/N=C(\N)NC(=O)N2c3ccccc3Sc3ccccc32)nc2ccccc12 | i | i | i | i | i | i | 12.3 | i | i | i | i
COc1ccc(CCNC(=O)CCc2ccccc2)cc1OC | 7.47* | i | i | i | i | i | -8.9 | i | i | i | i
CCCOc1ccc(-c2nc(C#N)c(NCCCn3ccnc3)o2)cc1 | i | i | i | i | i | i | 11.5 | i | i | i | i
S=C(NCCc1ccccc1)Nc1cnc2ccccc2c1 | i | i | i | i | i | i | -3.5 | i | i | i | i
CSc1c(CC(=O)Nc2ccccc2)n(C)c2ccccc12 | i | i | i | i | i | i | 6.9 | i | i | i | i
Cc1cc(C(=O)CN2C(=O)NC3(CCCCC3C)C2=O)c(C)n1Cc1cccs1 (stereo unspecified) | i | i | i | i | i | i | -12.3 | i | i | i | i
CC(C)(C)OC(=O)N1CCN(c2ccc(CNC(=O)c3ccc(Cl)cc3)cc2)CC1 | i | i | i | i | 100* | i | 2.1 | i | i | i | i
COc1ccc(/C=C2\CC/C(=C\c3ccc(OC)cc3OC)C2=O)c(OC)c1 | i | i | i | i | i | i | 20.1 | i | i | i | i
CC(=O)Nc1ccc2nc(-c3cccnc3)[nH]c2c1 | i | i | i | i | i | i | -13.9 | i | i | i | i
O=C(c1ccc2c(c1)OCO2)N1CCOCC1 | i | i | i | i | i | i | 6.2 | i | i | i | i
CCc1ccccc1NCC(=O)Nc1ccccc1C(=O)OC | i | i | i | i | i | i | -15.8 | i | i | i | i
CCCN1CCC(N(CCc2ccccc2)Cc2ccccc2)CC1 | i | i | i | i | i | i | -8.5 | i | i | i | i
CCOc1cc(/C=C/C(=O)O)ccc1OCCOc1ccccc1 | i | i | i | i | i | i | -1.8 | i | i | i | i
CNC[C@H](CC1CCCCC1)NC[C@H](CO)NCCc1cccc(C(F)(F)F)c1 | i | i | i | i | i | i | 33.3 | i | i | i | i
CC(=O)N1CCC(CCCC2CCN(C(C)=O)CC2)CC1 | i | i | i | i | i | i | -0.3 | i | i | i | i
O=C1NCCO1 | i | . | . | i | i | i | . | . | . | i | .
C1N2CN3CN1CN(C2)C3 | i | . | . | i | i | i | . | . | . | i | .
COCCCn1c(C)nnc1SCC(=O)NNC(=O)COc1ccc(Cl)cc1 | i | i | i | i | i | i | -4.1 | i | i | i | i
CCOC(=O)c1c(C)[nH]c(C(=O)OCC(=O)N2CCN(S(=O)(=O)c3ccccc3)CC2)c1C | i | i | i | i | i | i | -3.8 | i | i | i | i
CC(c1ccccc1)n1c(S(=O)(=O)O)nc2ccccc21 (stereo unspecified) | i | i | i | i | i | i | -12.3 | i | i | i | i
O=C(COc1ccc(S(=O)(=O)NC2CCCCC2)cc1)NC1CC1 | i | i | i | i | i | i | -5.0 | i | i | i | i
SMILES | MrgX1 PAM | TRPC4 block | TRPC4 act | ANO1 activ | ANO1 block | MrgX1 antagonist | SKKanGAS inh | TRPC6 activator | TRPC6 inh | MrgX1 agonist | TRPC4 PAM
Cc1cc(C(=O)N/N=C/c2ccc3c(c2)OCO3)c2ccccc2n1 | i | i | i | i | i | i | -6.9 | i | i | i | i
CC(=O)Nc1ccc(NC(=O)CN2C(=O)COc3ccc(S(=O)(=O)N4CCOCC4)cc32)cc1 | i | i | i | i | i | i | 1.6 | i | i | i | i
CC1=C(C(=O)Nc2ccc(C)cc2C)C(c2ccc(Cl)cc2)n2nc(C(=O)OC(C)C)nc2N1 (stereo unspecified) | i | i | i | i | i | i | 4.3 | i | i | i | i
Clc1ccccc1-c1nc(-c2cccnc2)no1 | i | i | i | i | i | i | -0.9 | i | i | i | i
Cc1ccc(NC(=O)/C(C#N)=C/c2cn(CC(=O)NCc3ccco3)c3ccccc23)cc1C | i | i | i | i | i | i | -0.5 | i | i | i | i
Oc1[nH]c2ccccc2c1C1=NCCCC1 | i | i | i | i | i | i | -0.4 | i | i | i | i
O=C(Nc1ccccc1)c1cccc(S(=O)(=O)N2CCCCC2)c1 | i | i | i | i | i | i | -7.9 | i | i | i | i
CC(=O)/C(C[N+]1(C)CCCCC1)=N\O | i | i | i | i | i | i | -7.2 | i | i | i | i
COc1cc(CNCCc2ccccc2)ccc1OCC(N)=O | i | i | i | i | i | i | -0.5 | i | i | i | i
Cc1ccc(S(=O)(=O)NNC(=O)c2ccccc2-n2cccc2)cc1 | i | i | i | i | i | i | 1.7 | i | i | i | i
CCCCOc1ccc(C(=O)N/C(=C\c2cccc([N+](=O)[O-])c2)C(=O)OCCC)cc1 | i | i | i | i | i | i | 0.0 | i | i | i | i
COc1ccc(/C=N/N2CCN(C)CC2)c(OC)c1OC | i | i | i | i | i | i | . | i | i | i | i
CN(C)/C(=N\S(=O)(=O)c1ccc(F)cc1)c1ccccc1 | i | i | i | i | i | i | 0.3 | i | i | i | i
COc1cc(/C=N/NC(=O)c2ccc(CSc3nncn3C)cc2)ccc1OCC(=O)N1CC(C)OC(C)C1 (stereo unspecified) | i | i | i | i | i | i | 9.7 | i | i | i | i
O=C(NNS(=O)(=O)c1ccc(Cl)cc1Cl)c1cc2ncc(C(F)(F)F)cc2s1 | i | i | i | i | i | i | -1.2 | i | i | i | i
Cc1cc(=O)c(C(=O)O)nn1-c1ccccc1C(F)(F)F | i | i | i | i | i | i | 1.6 | i | i | i | i
CCCCc1ccc(NC(=S)NCc2cccnc2)cc1 | i | i | i | i | i | i | -6.4 | i | i | i | i
CC(=O)NC(Cc1ccc(C(C)C)cc1)C(=O)NC1CCN(C(=O)c2cccc(C)c2)CC1 (stereo unspecified) | i | i | i | i | i | i | 3.5 | i | i | i | i
COC(=O)CCC(=O)OC1(C)C(=O)C2=CN(C3CCCC3)C(c3ccc(OC)cc3)=CC2=C(Br)C1=O (stereo unspecified) | i | i | i | i | i | i | 7.2 | i | i | i | i
CN(C)S(=O)(=O)c1cccc(NC(=O)CN2C(=O)C3C4C=CC(C4)C3C2=O)c1 (stereo unspecified) | i | i | i | i | i | -6.77* | -6.0 | i | i | i | i
C/C(CCc1ccco1)=N/NC(=O)CCC(=O)Nc1cccc(Cl)c1 | i | i | i | i | i | i | -0.8 | i | i | i | i
CC1(C)N=C(N)N=C(N)N1c1ccc(C(=O)O)cc1 | i | i | i | . | i | i | -3.2 | i | i | i | i
COc1ccc(/C=N/NC(=O)c2cccnc2)c2ccccc12 | i | i | i | i | i | i | -2.0 | i | i | i | i
CCOC(=O)C1CCCCN1Cc1cc(OC)ccc1OC (stereo unspecified) | i | i | i | i | i | i | -1.9 | i | i | i | i
CCOC(=O)c1sc(NC(=O)CC)nc1C | i | i | i | i | i | i | -12.1 | i | i | i | i
SMILES | MrgX1 PAM | TRPC4 block | TRPC4 act | ANO1 activ | ANO1 block | MrgX1 antagonist | SKKanGAS inh | TRPC6 activator | TRPC6 inh | MrgX1 agonist | TRPC4 PAM
COc1ccc(C2(C)NC(=O)N(Cc3cc(Cl)cc4c3OCOC4)C2=O)cc1OC (stereo unspecified) | i | i | i | i | i | i | 1.1 | i | i | i | i
OC(c1ccccn1)(c1ccccn1)c1ccccn1 | i | i | i | i | i | i | -2.6 | i | i | i | i
Oc1ccc(Oc2ccc3c(C(F)(F)F)cc(C(F)(F)F)nc3n2)cc1 | i | i | i | i | i | i | -1.5 | i | i | i | i
Cc1ccc(NC(=O)Cc2ccccc2)c(C)c1 | i | i | i | . | i | i | 6.3 | i | i | i | i
O=C(Nc1ccc(S(=O)(=O)N2CCOCC2)cc1)c1ccccc1Br | i | i | i | i | i | i | -1.9 | i | i | i | i
COc1cc2c(cc1OC)C(c1ccccc1N)=NCC2 | i | i | i | i | i | i | -2.0 | i | i | i | i
CCCCn1c(N)c(N(CC(C)C)C(=O)CC2CCCC2)c(=O)[nH]c1=O | i | i | i | i | i | i | 4.2 | i | i | i | i
CC1=C(C(=O)Nc2ccccc2)C(c2cccnc2)n2nc(-c3cccnc3)nc2N1 (stereo unspecified) | i | i | i | i | i | i | -3.6 | i | i | i | i
C/C(=N\NC(=O)c1nn(C)c(C)c1Br)c1ccc(NC(=O)C2CCCC2)cc1 | i | i | i | i | i | i | . | i | i | i | i
COc1ccc(CCNC(=O)CCCCC(=O)NCCc2ccc(OC)c(OC)c2)cc1OC | i | i | i | i | i | i | -6.9 | i | i | i | i
COc1ccc(C(=O)NC(=S)Nc2ccc(N3CCCC3)cc2)cc1 | i | i | i | i | i | i | 5.4 | i | i | i | i
CN(C)c1cc(-c2ccc(C#N)cc2)oc(=O)c1Cl | i | i | i | i | i | i | 2.0 | i | i | i | i
COC(=O)c1cccc(Nc2ncnc3ccc(C)cc23)c1 | i | i | i | i | i | i | -9.6 | i | i | i | i
COCCNC(=O)Cn1c(=O)n(CCCCCC(=O)Nc2ccccc2)c(=O)c2sccc21 | i | i | i | i | i | i | -13.1 | i | i | i | i
